# Myeloid diff MLP: induction of myeloid progenitor differentiation, primary screen, cell-based, flow cytometry, MLPCN library; ER-HoxA9 myeloid progenitors, lysozyme-GFP differentiation; calls only at 10 µM; 360,000 tested, 1% active; AID 624256, 2012;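 active means normalized GFP-positive differentiation at or above the plate's own cutoff, the solvent-only control mean plus 3 SD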;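 further: cells exposed to compound for four days before flow analysis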
# Myeloid diff MLP GFP+ MAC1+ %: also measured in Myeloid diff MLP; calls as there; GFP+ MAC1+ double positive, %; measured here: differentiation confirmed by MAC1 staining
# * = called active by the depositor; i = inactive; + = active, no number. An excerpt (hit frequency here may not be typical).
Compound	Myeloid diff MLP	Myeloid diff MLP GFP+ MAC1+ %
Cc1nn(CC(=O)N2CCc3ccccc32)c(C)c1S(=O)(=O)NC(C)(C)C	i	2.2
COC(=O)c1ccc(CNC(=O)C(Cc2ccccc2)NC(=O)c2ccccc2)cc1 (stereo not given)	i	2.2
O=Cc1ccc(C(=O)O)cc1	i	1.4
CCc1nc2c(OCCC3CCCCC3)cccn2c1N(C)C(=O)C1CC1	i	0.7
CN(CC(=O)Nc1cccc(F)c1)C(=O)COc1ccc2c(c1)CCC2	i	0.2
O=C(CSc1ccc2nnc(-c3cccs3)n2n1)N1CCOCC1	i	2.6
COc1ccc(OC)c(S(=O)(=O)N2CCN(CC(O)CN3CCOCC3)CC2)c1 (stereo not given)	i	0.4
CCCC1(C2CCCC2)NC(=O)NC1=O (stereo not given)	i	1.1
COc1ccccc1CNC(=O)C(CCSC)NC(=O)c1cccc(S(=O)(=O)N2CCOCC2)c1 (stereo not given)	i	1.6
CC(=O)Nc1cccc(-c2cc3nc(NCc4cccnc4)n(C)c(=O)c3s2)c1	i	0.6
O=[N+]([O-])c1c(O)c(Cl)cc(Cl)c1Cl (tested in a mixture with another compound)	i	1.0
O=C(Nc1nnc([C@@H]2C[C@H](O)[C@@H](CO)O2)s1)Nc1cccc2c1CCCC2	i	0.3
O=C(C[C@H]1C[C@H](C(=O)N2CCCCC2)[C@@]2(CCc3ccccc3)c3[nH]c4ccc(Cl)cc4c3CCN2C1=O)NCCc1ccccn1	i	0.3
O=C(OCC(=O)N1CCOCC1)c1cc(=O)[nH]c2ccccc12	i	0.9
CNC(=O)c1ccc(NC(=O)C2CCN(S(=O)(=O)c3cccc(C(F)(F)F)c3)CC2)cc1	i	0.4
CCN1CCN(c2ccc(NC(=O)c3ccc(Cl)c(S(=O)(=O)N4CCCC4)c3)cc2)CC1	i	0.8
COc1ccc(-c2noc(COC(=O)c3ccco3)n2)cc1OC	i	0.3
Cc1cc(Cl)ccc1C(=O)C1CCCN(C(=O)c2ccc3c(c2)OCO3)C1 (stereo not given)	i	1.5
COc1ccc(C(CNC(=O)c2ccc(OCc3ccccc3)cc2)N2CCOCC2)cc1 (stereo not given)	i	0.4
O=C(Nc1ccc(F)cc1)Nc1nnc([C@@H]2C[C@H](O)[C@@H](CO)O2)s1	i	0.7
CCOC(=O)c1ccc(-c2ccc3ncnc(NCc4csc(C)n4)c3c2)o1	i	0.6
CC(Oc1ccccc1)C(=O)N1CCN(c2ncccn2)CC1 (stereo not given)	i	0.4
O=C1NC[C@H](Cc2ccc(O)cc2)N(CCc2cccc(F)c2)C1=O	i	1.1
COc1ccccc1N1CCN(CC(=O)Nc2cc(C)nn2-c2nc(C)cc(C)n2)CC1	i	0.2
CC(C)(C)C(=O)OCc1ccc(C2=CC(=O)CC(C)(C)C2=O)cc1	i	0.6
NS(=O)(=O)c1cnccc1Nc1cccc(F)c1	i	0.4
O=C(Nc1ccc2c(c1)OCCO2)C(c1ccccc1)n1c(=O)c(-c2cc3ccccc3[nH]2)nc2ccccc21 (stereo not given)	i	4.1
Cn1ncc2c(=O)[nH]nnc21	i	0.5
CCN(C(=O)Cn1cnc2c1c(=O)n(C)c(=O)n2C)C1CCS(=O)(=O)C1 (stereo not given)	i	0.6
O=C(C=Cc1ccc2c(c1)OCO2)C1CC1	i	0.4

# Some of the entries so far, with values under each structure.
# Every second line gives: Myeloid diff MLP, Myeloid diff MLP GFP+ MAC1+ %
- Cn1ncc2c(=O)[nH]nnc21
→ i, 0.5
- COc1ccc(OC)c(S(=O)(=O)N2CCN(CC(O)CN3CCOCC3)CC2)c1 (stereo not given)
→ i, 0.4
- O=[N+]([O-])c1c(O)c(Cl)cc(Cl)c1Cl (tested in a mixture with another compound)
→ i, 1.0
- NS(=O)(=O)c1cnccc1Nc1cccc(F)c1
→ i, 0.4

# More records follow.
Compound	Myeloid diff MLP	Myeloid diff MLP GFP+ MAC1+ %
C[C@H](CO)N1C[C@H](C)[C@@H](CN(C)C)Oc2c(NC(=O)c3ccncc3)cccc2C1=O	i	1.0
COc1ccc(C(=O)N(C)Cc2ccc(OC)c(OC)c2OC)cc1S(=O)(=O)N1CCOCC1	i	0.3
COc1ccc(S(=O)(=O)N(C)C[C@@H]2OCc3cnnn3CCCC(=O)N([C@H](C)CO)C[C@@H]2C)cc1	i	0.8
CCN(c1ccccc1)S(=O)(=O)c1cc(NC(=O)C2CC2)ccc1Cl	i	0.7
CCCCN1CC(N2CCCCC2)CS1(=O)=O (stereo not given)	i	0.9
COc1cc(C(=O)NNC(=O)CCOc2cccc(Br)c2)cc(OC)c1OC	i	0.5
CC(=O)c1ccccc1NC(=O)COC(=O)CCC1CCCC1	i	1.8
COc1ccc2nc(-c3ccccc3)cc(C(=O)OCC(=O)N3CC(C)OC(C)C3)c2c1 (stereo not given)	i	1.0
CN(C)CCCOc1ccc(-c2cc3nc(NCc4cccnc4)n(C)c(=O)c3s2)cn1	i	0.2
O=C(CNC(=O)C1CCCCC1)OC(C(=O)c1ccccc1)c1ccccc1 (stereo not given)	i	1.0
CC[C@H](NC(=O)/C=C/[C@H]1O[C@@H](n2cc(C)c(=O)[nH]c2=O)C[C@@H]1O)c1ccccc1	i	1.4
Cc1noc(C)c1NC(=O)N(C)C[C@H]1Oc2ccc(NC(=O)C3CCCCC3)cc2C(=O)N([C@H](C)CO)C[C@@H]1C	i	0.5
CCN(CC(=O)NCc1ccc(F)cc1)S(=O)(=O)c1ccc(Cl)s1	i	0.5
O=C(Nc1ccc2nc([C@H]3C[C@H](O)[C@@H](CO)O3)[nH]c2c1)NC(c1ccccc1)c1ccccc1	i	0.5
O=C(CNC1CCCCC1)Nc1cccc([N+](=O)[O-])c1	i	1.0
Cc1nc2c(OCc3ccc(C#N)cc3)cccn2c1N(C)Cc1cccs1	i	1.5
CC1(C(=O)OCC(=O)NCc2ccc(Cl)cc2)CC1(Cl)Cl (stereo not given)	i	0.9
Clc1ccc2nc(-c3ccccc3)c(CC3CCCCC3)n2c1	i	1.3
C/C(=N/NC(=O)COc1ccc(C(C)(C)C)cc1)c1ccc(N2CCOCC2)cc1	i	1.1
NC(=O)c1ccsc1NC(=O)COC(=O)[C@@H]1CCCN1C(=O)c1cccs1	i	0.6
CCCS(=O)(=O)NC(=O)C1(C)CCN(C(=O)c2ccc(C(F)(F)F)nc2C)C1 (stereo not given)	i	1.3
CCCCc1nnc(NC(=O)Cc2ccc(S(=O)(=O)N3CCOCC3)s2)s1	i	0.2
Cc1ccc(SCC(=O)OCC(=O)NCCc2ccccc2)cc1C	i	0.6
C[C@@H]1CN([C@@H](C)CO)C(=O)CCCn2nncc2CO[C@H]1CN(C)S(=O)(=O)c1cccc(C#N)c1	i	0.5
Cn1cccc1C(=O)OCC(=O)Nc1ccc2[nH]c(=O)[nH]c2c1	i	0.6
CC1CCN(C(=O)COC(=O)c2ccc(N3CCCC3=O)cc2)CC1	i	0.3
O=C(COC(=O)Cc1cccc(C(F)(F)F)c1)NCc1ccco1	i	1.0
O=C1C=C(/C=C/C2C=CC=CC2)C[C@@H](c2ccc(Cl)cc2)C1 (stereo not given in full)	i	1.7
O=C(O)c1cccc(OS(=O)(=O)c2cc(Br)ccc2Br)c1	i	0.2
COc1ccc(C(=O)NCCCc2ccccc2)cc1	i	0.5
O=C(NCCc1ccc(O)cc1)c1[nH]c(C(F)(F)F)nc1-c1ccccc1	i	2.1
COc1ccc(C(=O)NC(=S)NNC(=O)c2ccc(C)cc2)cc1	i	0.5
O=C(NCC1CC1)c1ccc2sc([C@H]3C[C@H](O)[C@@H](CO)O3)nc2c1	i	0.7
CN(CC(=O)Nc1cccc(S(=O)(=O)N2CCCC2)c1)CC(=O)Nc1ccc(F)c(F)c1F	i	0.9
Cc1cc(C)cc(CC(=O)N2CCC2(C)C(=O)NS(=O)(=O)c2cccc(F)c2)c1 (stereo not given)	i	1.8
COC(=O)[C@]12CCCCC=C1N(Cc1ccc3c(c1)OCO3)C(=O)[C@H](CC(=O)NCc1ccccc1)C2	i	2.4
CC(C)c1cc(Cn2c3ccccc3c(=O)n2C(C)C)on1	i	0.9
CCCC(CC)Sc1nc2c([nH]1)c(=S)n(C)c(=O)n2C (stereo not given)	i	2.5
C[C@H](CO)N1C[C@H](C)[C@@H](CN(C)C(=O)Nc2ccc3c(c2)OCO3)Oc2c(NC(=O)c3ccncc3)cccc2C1=O	i	0.7
CCCc1cc(=O)[nH]c(SCC(=O)N2CCc3cc(OC)c(OC)cc3C2)n1	i	1.2
CSc1ccccc1NC(=O)COC(=O)Cn1cc(C(F)(F)F)ccc1=O	i	0.4
O=C(NCc1ccccc1Br)c1cccs1	+	7.9*
Cc1nc(-c2cccc(NC(=O)c3ccc(-n4cccn4)cc3)c2)cs1	i	0.3
N#CC(C#N)=Cc1c[nH]c(=O)c(C#N)c1Nc1ccccc1	i	0.7
O=C(NCc1ccccc1)C(c1cc2ccccc2o1)n1c(=O)c(-c2ccccc2)nc2ccccc21 (stereo not given)	i	2.4
COCCN1C(=O)CCC1(C)C(=O)Nc1c(C)cccc1C (stereo not given)	i	0.9
O=C(c1cccc(S(=O)(=O)NCc2ccc3c(c2)OCO3)c1)N1CCCC1	i	0.5
CC1CN(C(=O)COC(=O)c2cc(=O)[nH]c3ccccc23)CC(C)O1 (stereo not given)	i	0.4
O=C(Nc1nnc([C@H]2C[C@H](O)[C@@H](CO)O2)s1)Nc1cccc2c1CCCC2	i	0.6
Cc1nn(-c2cccc(Cl)c2)nc1C(=O)Nc1cccc(C(=O)NC2CC2)c1	i	0.8
Cn1cnc(S(=O)(=O)N2CCCCC2c2cc(C(=O)NCc3ccc(Cl)c(Cl)c3)no2)c1 (stereo not given)	i	0.3
O=C(COC(=O)c1ccccc1OCc1ccccc1Cl)NCC1CCCO1 (stereo not given)	i	0.9
Cc1ccc(S(=O)(=O)n2oc(=O)c(C3CCCCC3)c2N)cc1	i	1.9
COCCNC(=O)C1CCCN(Cc2ccccc2Cl)CC1 (stereo not given)	i	0.5
COc1cccc(CCNC(=O)c2cc(COc3cccc(OC)c3)on2)c1	i	0.4
CN(C)c1cccc(CNC(=O)c2ccc3nc([C@H]4C[C@H](O)[C@@H](CO)O4)[nH]c3c2)c1	i	0.8
COC(=O)CC(C(=O)Nc1cc(C(=O)OC)cc(C(=O)OC)c1)N1CCN(C)CC1 (stereo not given)	i	8.1
Cc1ccc(NC(=O)CCCOc2ccccc2)cc1S(=O)(=O)N1CCOCC1	i	0.5
Cc1ccc(F)c(S(=O)(=O)NC(=O)C2(C)CCN2C(=O)Cc2ccc(-c3ccccc3)cc2)c1 (stereo not given)	i	1.2
CCCC(NCC(=O)Nc1cc(S(=O)(=O)N2CCOCC2)ccc1OC)c1ccccc1 (stereo not given)	i	0.9

# An excerpt from above in order of the Myeloid diff MLP GFP+ MAC1+ % value, descending.
SMILES	Myeloid diff MLP GFP+ MAC1+ %
O=C(NCCc1ccc(O)cc1)c1[nH]c(C(F)(F)F)nc1-c1ccccc1	2.1
CSc1ccccc1NC(=O)COC(=O)Cn1cc(C(F)(F)F)ccc1=O	0.4
CN(C)CCCOc1ccc(-c2cc3nc(NCc4cccnc4)n(C)c(=O)c3s2)cn1	0.2

# Pulled one by one from above:
Compound	Myeloid diff MLP	Myeloid diff MLP GFP+ MAC1+ %
CCN(CC(=O)NCc1ccc(F)cc1)S(=O)(=O)c1ccc(Cl)s1	i	0.5
O=C(Nc1nnc([C@H]2C[C@H](O)[C@@H](CO)O2)s1)Nc1cccc2c1CCCC2	i	0.6
CC(C)(C)C(=O)OCc1ccc(C2=CC(=O)CC(C)(C)C2=O)cc1	i	0.6

# More structures
Compound	Myeloid diff MLP	Myeloid diff MLP GFP+ MAC1+ %
O=C(CCN1CCN(c2ccccc2)CC1)NNC(=O)Cc1ccccc1Cl	i	0.6
c1c[nH]c(CN2CCN(Cc3ncc[nH]3)CC2)n1	i	0.4
CCN(CC(=O)Nc1ccccc1C(F)(F)F)C(=O)C1CCN(C(=O)Nc2ccccc2)CC1	i	0.3
O=C1NC[C@H](CCCCN2CCN(CCC3CCCCC3)C(=O)C2=O)N(CC2CCCCC2)C1=O	i	0.6
COc1ccc(C(=O)OCC(=O)c2ccc[nH]2)c(OC)c1	i	1.1
COC(=O)[C@]12CCCCC=C1N(Cc1ccc(Cl)cc1Cl)C(=O)[C@H](CC(=O)N1CCN(C(=O)C3CC3)CC1)C2	i	1.2
O=C(O)c1cccc(NC(=S)NC(=O)c2cncc(Br)c2)c1	i	0.5
COc1ccc(-c2nc(SC(C)C(=O)NC3CC3)n[nH]2)cc1 (stereo not given)	i	0.5
COc1ccccc1CNc1nc(NCCOc2ccccc2Cl)c2sccc2n1	i	0.9
COc1cc(/C=C/CNC[C@H]2O[C@@H](n3ccc(=O)[nH]c3=O)[C@H](O)[C@@H]2O)ccc1O	i	0.4
CCOc1ccc(C(=O)NC(C(=O)N2CCC2)C(C)C)cc1 (stereo not given)	i	0.4
Cc1ccccc1OCC(=O)OCC(=O)Nc1ccc2c(c1)OCCO2	i	1.5
COCCn1c(SCC(=O)c2c(N)n(C3CC3)c(=O)[nH]c2=O)nnc1-c1cccc(C)c1	i	1.6
COc1ccc(S(=O)(=O)Nc2cccc3c2O[C@H](CN(C)S(=O)(=O)c2cccs2)[C@@H](C)CN([C@H](C)CO)C3=O)cc1	i	1.3
COCCNC(=O)c1cc2c(c(-c3cccc(-c4cc5ccccc5o4)c3)n1)[C@H](CCO)N(S(=O)C(C)(C)C)C2 (stereo not given in full)	i	0.6
CC1=NNC(=O)C1Cc1c(Cl)cccc1Cl (stereo not given)	i	0.2
CCCCCCCCNS(=O)(=O)CCNCc1ccccc1OC	i	0.5
CC(=O)Nc1ccc(C(=O)COC(=O)c2cccs2)c(F)c1	i	0.9
Nc1ncncc1-c1ccccc1Cl	i	0.9
